mIDH1 inhibitor: human IDH1 R132H inhibition | O75874 | IDH1-R132H enzyme, NADPH consumption, diaphorase/resazurin fluorescence | Potency, µM (top dose mostly 76.6 µM), for inactives: top-dose activity change, negative = inhibition, most hits filed as inhibitors | 0.093% of 390,000 active | AID 602179; note: potency is the fitted concentration of half-maximal effect; % is set by controls: 0 for no effect and ±100 for the full control effect; nearly all actives have a fitted effect of over 65% in size
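IDH1-R132H (0.5 ug/mL) preincubated 30 min with compound, then NADPH (0.016 mM) and alpha-KG (2 mM) added; 80 min at RT, pH 7.5. Remaining NADPH coupled via diaphorase/resazurin to fluorescence (540/590 nm); concentration-response curves normalized to no-enzyme control.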
TRHR enhancer: allosteric enhancers of human TRH receptor; 0.66% of 360,000 active; AID 493056; enhancement, % at 2 µM; TRHR cells, fluo-8 calcium fluorescence, EC20 TRH enhancement; P34981; in the data active = enhancement above about 30%; note: 0% is about no effect
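Enhancer read-out: after compound pinning and an initial kinetic agonist-mode read, an EC20 of TRH (10 nM final) was injected and fluo-8 calcium signal (Ex 480/Em 530) followed at 1 s/cycle for 100 cycles in TRHR-expressing cells.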
rTrxR1 inhibitor: blocks rat thioredoxin reductase 1; O89049; recombinant rTrxR1, NADPH fluorescence consumption, selenite substrate; Potency, µM (series often up to 114 µM), for the others: top-dose activity change, negative = inhibition, actives largely listed as inhibitors; 1% of 390,000 active; AID 588453; note: potency is the fitted concentration of half-maximal effect; % is set by controls: 0 for no effect and ±100 for the full control effect; nearly all actives have a fitted effect of over 65% in size
Target sequence (O89049 whole entry, looked up): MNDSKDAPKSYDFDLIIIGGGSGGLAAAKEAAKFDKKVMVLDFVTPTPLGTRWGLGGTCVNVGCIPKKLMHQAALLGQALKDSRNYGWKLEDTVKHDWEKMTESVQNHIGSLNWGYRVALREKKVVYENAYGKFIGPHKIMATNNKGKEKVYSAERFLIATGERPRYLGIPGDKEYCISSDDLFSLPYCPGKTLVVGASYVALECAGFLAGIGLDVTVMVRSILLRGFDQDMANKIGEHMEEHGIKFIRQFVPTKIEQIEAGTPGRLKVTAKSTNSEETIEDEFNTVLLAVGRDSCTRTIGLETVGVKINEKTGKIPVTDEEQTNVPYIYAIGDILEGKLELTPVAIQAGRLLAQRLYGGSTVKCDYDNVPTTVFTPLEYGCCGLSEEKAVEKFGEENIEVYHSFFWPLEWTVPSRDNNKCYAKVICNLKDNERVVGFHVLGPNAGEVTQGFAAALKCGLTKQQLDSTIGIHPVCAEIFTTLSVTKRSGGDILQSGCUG
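Rat TrxR1 (90 nM in the dispensed reagent) was pre-reduced with 400 uM NADPH for 5 min at room temperature, then incubated with compound for 15 min. After 400 uM selenite was added, NADPH fluorescence (Ex 340/Em 450 nm) was followed for 8 min.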
PI4K2A block: blocks human PI4K2A kinase activity | Q9BTU6 | activity change, negative = inhibition, % at 76.9 µM | purified PI4K2A, ADP-Glo luminescence, 1 h; hits give low values | 0.13% of 420,000 active; in the data active = activity change below about -50%; inconclusive = mostly about -30% to -49%;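 note: -100% = wells without enzyme as full effect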
Target sequence (Q9BTU6 whole entry, looked up): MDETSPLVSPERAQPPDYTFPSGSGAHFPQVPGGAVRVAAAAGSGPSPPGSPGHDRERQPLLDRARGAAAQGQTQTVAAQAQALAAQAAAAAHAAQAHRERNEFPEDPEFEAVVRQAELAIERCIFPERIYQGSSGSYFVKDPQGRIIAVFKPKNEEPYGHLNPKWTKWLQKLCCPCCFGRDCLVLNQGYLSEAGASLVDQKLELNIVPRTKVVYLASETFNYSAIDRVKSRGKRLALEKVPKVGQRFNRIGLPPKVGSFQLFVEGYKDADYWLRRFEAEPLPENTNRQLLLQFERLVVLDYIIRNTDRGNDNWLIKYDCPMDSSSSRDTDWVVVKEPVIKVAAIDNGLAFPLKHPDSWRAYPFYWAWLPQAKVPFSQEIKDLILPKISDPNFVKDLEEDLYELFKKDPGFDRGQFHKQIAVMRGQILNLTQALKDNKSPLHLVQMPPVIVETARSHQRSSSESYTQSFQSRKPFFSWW
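PI4K2A activity was measured by ADP-Glo luminescence: enzyme (4 ug/mL stock) and phosphatidylinositol (1.2 mM stock) in Tris pH 7.5/MgCl2/EGTA/Triton X-100 buffer were reacted with ATP (300 microM stock) for one hour at ambient temperature.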
TRHR agonist: agonists of human TRH receptor; TRHR cells, calcium flux fluo-8, FDSS agonist mode; P34981; AID 493084; 0.18% of 360,000 active; activation, % at 2 µM; in the data active = activation above about 30%; note: 0% is about no effect
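In this calcium-flux screen, cells bearing human TRHR are dye-loaded with fluo-8, baselined for 10 cycles, then exposed to library compounds; positive kinetic calcium responses during the agonist phase mark hits, with TRH as control.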
TrxR1 substrate: rat thioredoxin reductase 1 substrate activity; O89049; purified TrxR1 substrate turnover, NADPH consumption readout; Potency, µM (series often up to 114 µM), for the others: at the top dose activity change, negative = substrate turnover; 0.01% of 390,000 active; note: potency is the fitted concentration of half-maximal effect; % is set by controls: 0 for no effect and ±100 for the full control effect; nearly all actives have a fitted effect of over 50% in size
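Rat TrxR1, dispensed at 90 nM, was prereduced with 400 uM NADPH (final) for 5 min at ~22 deg C, then incubated with compound 15 min before 400 uM selenite. A first-read NADPH fluorescence drop versus no-compound background flagged substrates.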
D2 antagonist: antagonists of human D2 dopamine receptor | 2% of 340,000 active | inhibition, % at 10 µM | P14416 | HEK293 TREx D2 cells, calcium flux, dopamine EC80; in the data active = inhibition above about 30%; note: 0% is about no effect
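In this primary screen, negative modulation is detected by tracking calcium flux after an EC80 dopamine challenge in inducible HEK293 T-REx D2 cells preexposed to test compound for 180 s.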
D2 agonist: agonists of human D2 dopamine receptor; P14416; HEK293 T-REx D2 cells, calcium flux agonist mode; activation, % at 2 µM; 0.53% of 340,000 active; AID 485358;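 active = activation over 3 SD above normal in the single-dose calcium agonist read, cut at about 30% in these data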; note: 0% is about no effect
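Tetracycline-induced HEK293 T-REx cells with force-coupled D2 receptor, plated overnight at 30 C, loaded with no-wash calcium dye. After a 10 s baseline, compound was pin-added and calcium flux read kinetically for 180 s; calcium rises flagged agonists.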
USP1 inh: blocks the human USP1/UAF1 deubiquitinase complex; O94782; recombinant USP1/UAF1, Ub-Rhodamine cleavage fluorescence; Potency, µM (doses to about 57.1 µM), inactives show top-dose activity change, negative = inhibition, usual class: inhibitors; 0.23% of 390,000 active; note: potency is the fitted concentration of half-maximal effect; % is set by controls: 0 for no effect and ±100 for the full control effect; nearly all actives have a fitted effect of over 60% in size; inactives centre near -12
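1 nM enzyme complex + cpd, 15 min RT; start with Ub-Rho 150nM final; kinetic fluorescence ex 480/em 540, 6 reads q60 s. Buffer 50mM HEPES pH 7.8, 0.5mM EDTA, 0.1 mg/ml BSA, 1mM TCEP, 0.01% Tween-20.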
The depositor's hits bear a star; ? = inconclusive; . = no result given; [ ] = another dose, or the depositor's remark. Unless noted, calls come from the whole dose curve; as a rule, active = well fitted inhibition curve with a large enough effect; inconclusive = small, poorly fitted or top-dose-only effect; inactive = no such curve, though single readings can be large or run the other way.

SMILES	mIDH1 inhibitor	TRHR enhancer	rTrxR1 inhibitor	PI4K2A block	TRHR agonist	TrxR1 substrate	D2 antagonist	D2 agonist	USP1 inh
Cc1cc(C)c(NC(=O)NC(=O)c2ccc(F)cc2)c(C)n1	16%	-6	-7%	1	0.1	-1%	2	-2.4	4%
COc1ccccc1N(C)S(=O)(=O)c1ccc(Cl)c(C(=O)Nc2cccc(C)n2)c1	-1%	-7	-4%[57.1 µM]	-2	-0.1	-6%[57.1 µM]	-15	-0.2	-17%
NC1=NN=C(N2N=C(c3ccc(Br)cc3)CC2(O)C(F)(F)F)n2ncnc2C1 (stereo unspecified)	0%	-8	31%[57.1 µM]	-2	-0.1	30%[57.1 µM]	-10	0.2	-7%
CN(CCC#N)C(=O)COc1ccc(Br)cc1Cl	0%	3	22%	1	0.0	0%	23	0.6	-10%
CCOC(=O)C1(Cc2cccc(OC)c2)CCN(C/C=C/c2ccccc2)CC1	20%	5	9%	-1	-0.3	-3%	14	18	-19%
CC12CCC(O)CC1=CCC1C2CCC2(C)c3[nH]ncc3CC12 (stereo unspecified)	-13%	.	31%[57.1 µM]	-11	.	10%[57.1 µM]	.	.	2%
CNS(=O)(=O)c1cccc(C(=O)OCC(=O)c2cc3ccccc3o2)c1	3%	0	11%[57.1 µM]	23	-1.0	-9%	0	1.4	-19%
CCCOc1ccc(C(=O)N2CCN(c3ccc(N)cc3Cl)CC2)cc1	1%	-4	8%	0	0.1	-3%	2	31*	-23%
O=C(CC1NC(=O)NC1=O)Nc1cccc2ccccc12 (stereo unspecified)	3%	0	4%	0	-0.3	9%	2	-0.6	-14%
CCc1c(C(=O)NNC(=S)NCC2CCCO2)csc1C (stereo unspecified)	7%	4	11%[57.1 µM]	4	0.0	7%[57.1 µM]	1	0.3	-5%
C[C@H](NC(=O)c1nc[nH]c1C(=O)N1CCN(c2ccccc2)CC1)c1ccccc1	-12%	-3	24%[57.1 µM]	2	2.5	8%[57.1 µM]	-8	-0.4	-28%
COc1ccc(N2CCN(c3ncnc4scc(-c5ccc(F)cc5)c34)CC2)cc1	6%	-14	4%	1	-0.8	-3%	-10	0.2	-9%
C/C(=N\O)C(=O)NCc1ccccn1	1%	-7	5%	4	1.5	13%[57.1 µM]	-7	0.7	-13%
CC(=O)Nc1ccc(C(=O)N/N=C/c2cc(Br)cc(Br)c2O)cc1	-2%	-1	17%[11.4 µM]	-7	4.7	8%[11.4 µM]	2	1.9	?
CCCCN1C(=O)N(C)C2NC(=O)NC21 (stereo unspecified)	5%	6	-6%	5	0.5	2%	-13	0.3	-3%
S=C1SCN(Cc2ccccn2)CN1Cc1ccco1	-1%	2	-19%	4	0.4	4%	36*	0.5	-11%
CC/C(=N\NC(=O)C(N)=O)c1ccccc1O	4%	18	-8%	3	0.3	-9%	-12	0.6	-7%
COc1ccc2cc(CCl)c(Cl)nc2c1	-2%	-3	-36%	-6	0.0	9%	5	0.4	-13%
Cn1cccc1C(=O)NC(=O)COC(=O)c1cc(Cl)ccc1[N+](=O)[O-]	-3%	1	-4%	-5	-0.9	-2%	-19	0.9	-25%
Fc1ccc(CN2CCSCC2)cc1Br	3%	4	-10%[57.1 µM]	4	-0.5	0%[57.1 µM]	5	0.2	-4%
CC1CCCC(C)N1C(=O)Cn1nnc(-c2ccccc2)n1 (stereo unspecified)	-18%	-4	25%	-3	0.5	4%	.	.	-11%
CN1CCN(c2nc(-c3ccc(C(C)(C)C)cc3)nc3ccccc23)CC1	15%	1	5%	-10	0.1	-10%	6	1.4	-5%
CC(=O)SCCC(=O)N1C(C)CCCC1C(=O)O (stereo unspecified)	0%	-5	10%	-3	0.3	8%[57.1 µM]	-6	1.2	4%
NNC(=O)CSc1ncc(-c2ccccc2)[nH]1	0%	-6	13%	-24	-0.3	2%	-2	0.0	-20%
CCOc1cc(-c2nc(C)c(C(C)=O)n2O)ccc1OCC(=O)Nc1ccccc1	-3%	-3	1%	-4	-0.3	-4%	-10	-0.3	-7%
Cc1ccc(S(=O)(=O)N2C(=O)C(C)SC2=Nc2ccccc2)cc1 (stereo unspecified)	9%	0	12%	-7	-0.1	0%	1	5.2	-13%
C/C=C/c1ccc(OCCNCc2ccccc2)c(OC)c1	3%	20	6%	-3	0.3	-1%	30	0.6	3%
COc1ccc(OCc2cc(C(=O)NCC3CCCCO3)no2)c(Cl)c1 (stereo unspecified)	-6%	8	6%	3	-0.9	-5%	2	-0.9	-14%
CS(=O)(=O)Nc1ccc(-c2cc(/C=C3\SC(N)=NC3=O)c[nH]c2=O)cc1	-2%	14	-1%[57.1 µM]	2	1.0	-2%[57.1 µM]	-4	0.4	-15%
CN(C)C(=O)c1ccc(NC(=O)c2sccc2-c2ccccc2)cc1	0%	-4	9%	4	0.1	-3%	16	0.3	-18%
Cn1c(SCC(=O)Nc2sc3c(c2C#N)CCC3)nnc1C1COc2ccccc2O1 (stereo unspecified)	2%	2	2%	-13	-0.6	3%	-16	-1.0	-5%
COc1ncccc1-c1nnn(-c2ccccc2Br)n1	-3%	.	3%	-4	.	-2%	.	.	-10%
CN(CCCNC(=O)CCc1cn(C)c2ccccc12)C1CCCCC1	-1%	-13	?	4	1.5	11%	13	-0.1	-8%
Cc1cc(Br)ccc1OCCOCCN1CCCC1	2%	2	19%	1	2.1	-3%	43*	0.3	-2%
CCc1ccc2oc(-c3cc(NC(=O)c4cc([N+](=O)[O-])ccc4N4CCOCC4)ccc3Cl)nc2c1	-7%	3	8%	0	1.6	-3%	.	-0.3	-24%
COc1cc2c(cc1OC)n(CC(=O)NC1CCCCCC1)n1c(C)cc(=O)nc21	-13%	3	27%[57.1 µM]	-13	-0.1	158%[activator][57.1 µM]	-7	0.7	-9%
Cc1ccc(NC(=O)Cc2noc3ccccc23)nc1	-6%	27	12%	6	0.6	-1%	7	1.1	-7%
O=C(O)c1cccc(Nc2nc(-c3ccccc3)nc3ccccc23)c1	-3%	14	0%[57.1 µM]	-10	-0.5	6%[57.1 µM]	2	-0.4	-24%
COc1ccc(CNC(=O)c2noc(C)c2[N+](=O)[O-])cc1	2%	7	-2%	-2	0.3	2%	-1	0.4	-21%
Cc1ccc(NC(=O)OCc2ccccc2S(C)=O)cc1 (stereo unspecified)	-3%	2	14%[57.1 µM]	-3	-0.9	2%[57.1 µM]	19	-0.9	4%

For reference, some entries already given:
SMILES	mIDH1 inhibitor	TRHR enhancer	rTrxR1 inhibitor	PI4K2A block	TRHR agonist	TrxR1 substrate	D2 antagonist	D2 agonist	USP1 inh
CC1CCCC(C)N1C(=O)Cn1nnc(-c2ccccc2)n1 (stereo unspecified)	-18%	-4	25%	-3	0.5	4%	.	.	-11%
CN1CCN(c2nc(-c3ccc(C(C)(C)C)cc3)nc3ccccc23)CC1	15%	1	5%	-10	0.1	-10%	6	1.4	-5%
CC(=O)SCCC(=O)N1C(C)CCCC1C(=O)O (stereo unspecified)	0%	-5	10%	-3	0.3	8%[57.1 µM]	-6	1.2	4%
NNC(=O)CSc1ncc(-c2ccccc2)[nH]1	0%	-6	13%	-24	-0.3	2%	-2	0.0	-20%
CCOc1cc(-c2nc(C)c(C(C)=O)n2O)ccc1OCC(=O)Nc1ccccc1	-3%	-3	1%	-4	-0.3	-4%	-10	-0.3	-7%
Cc1ccc(S(=O)(=O)N2C(=O)C(C)SC2=Nc2ccccc2)cc1 (stereo unspecified)	9%	0	12%	-7	-0.1	0%	1	5.2	-13%
C/C=C/c1ccc(OCCNCc2ccccc2)c(OC)c1	3%	20	6%	-3	0.3	-1%	30	0.6	3%
COc1ccc(OCc2cc(C(=O)NCC3CCCCO3)no2)c(Cl)c1 (stereo unspecified)	-6%	8	6%	3	-0.9	-5%	2	-0.9	-14%
CS(=O)(=O)Nc1ccc(-c2cc(/C=C3\SC(N)=NC3=O)c[nH]c2=O)cc1	-2%	14	-1%[57.1 µM]	2	1.0	-2%[57.1 µM]	-4	0.4	-15%
CN(C)C(=O)c1ccc(NC(=O)c2sccc2-c2ccccc2)cc1	0%	-4	9%	4	0.1	-3%	16	0.3	-18%
Cn1c(SCC(=O)Nc2sc3c(c2C#N)CCC3)nnc1C1COc2ccccc2O1 (stereo unspecified)	2%	2	2%	-13	-0.6	3%	-16	-1.0	-5%

The listing continues.
SMILES	mIDH1 inhibitor	TRHR enhancer	rTrxR1 inhibitor	PI4K2A block	TRHR agonist	TrxR1 substrate	D2 antagonist	D2 agonist	USP1 inh
CCOc1ccc(NC(=O)CCCCn2c(=O)[nH]c3ccsc3c2=O)cc1	1%	1	16%	2	-0.8	7%	5	-0.5	-13%
Cc1ccc(C)c(Nc2nc(-c3ccncc3)nc3ccccc23)c1	-7%	-1	17%	-1	-0.3	0%	36*	.	-8%
COc1cc(/C=N/NC(=O)/C(=C/c2ccccc2)CCO)ccc1O	4%	-2	-20%	1	0.0	-21%	25	-0.9	-20%
COc1ccc(N2CCN(S(=O)(=O)c3ccc4c(c3)CCCC4)CC2)c([N+](=O)[O-])c1	5%	-2	31%	-4	-0.4	9%	-1	0.8	-16%
N=c1c2c(-c3ccccc3)c(-c3ccccc3)n(Cc3ccco3)c2ncn1Cc1ccccc1	1%	9	9%	11	2.7	4%	14	2.7	-15%
CCOC(=O)N1CC(=O)Nc2ccc(Br)cc2C1c1ccccc1 (stereo unspecified)	5%	0	3%	-1	0.1	0%	-10	-0.4	-17%
COC(=O)C1=C(C)NC(=O)C1(NS(=O)(=O)c1ccc(NC(C)=O)cc1)C(F)(F)F (stereo unspecified)	-3%	5	6%	0	0.2	10%	10	-0.2	-21%
COc1cc(NS(=O)(=O)c2ccc(NC(=S)NC(=O)CC(C)C)cc2)nc(OC)n1	6%	-6	-16%[57.1 µM]	-2	0.9	24%[57.1 µM]	26	-0.6	-16%

Bioassay records from PubChem BioAssay.
